SUMO Mot1 rescue: blocks SUMOylation pathway, rescuing yeast Mot1-301 growth; S. cerevisiae Mot1-301 growth rescue, ATP luminescence, 38.5C; percent above DMSO median, 100 means doubled; growth rescue, % at 18.8 µM; actives 1% (n = 320,000); AID 2716;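 active means every valid replicate shows activation above 250% relative to neutral control wells; inactive means the rest, any valid replicate at or below 250%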;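 further: OY570 slx delta 5 strain wells were the positive control but not used for scaling; some compounds called inactive have numbers as strong as hits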
DAGLB inh: blocks human DAGLB lipase activity; Q8NCG7; HEK293T DAGLB membrane lysate, EnzChek fluorogenic substrate; inhibition, % at 5.17 µM; actives 0.059% (n = 340,000); AID 504411; in the data active means inhibition above about 34%;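 further: 0% = enzyme with vehicle and 100% = wells lacking enzyme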
phage Ecoli inh: E. coli growth loss with phage present; growth absorbance; inhibition, % at 11.9 µM; actives 0.26% (n = 360,000); AID 651602; in the data active means inhibition above about 11%
Tat transport: blocks Tat-dependent protein export in E. coli | E. coli MC4100 TorA-mCherry Tat export, fluorescence | inhibition, % at 10 µM | actives 0.036% (n = 340,000) | AID 488895;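 active means mean replicate inhibition at least 50% and at least half of replicates individually reaching 50%; inconclusive means only one of the two criteria met; inactive means neither criterion met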;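 further: exported cargo escapes ClpAP degradation while cytoplasmic cargo is degraded and loses fluorescence; 0% = median of neutral control wells and 100% = median of NaSCN control wells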
AddAB inh: less growth of phage-infected E. coli with AddAB; AID 435030; inhibition, % at 11.9 µM; actives 0.29% (n = 330,000); E. coli expressing H. pylori AddAB, absorbance growth; in the data active means inhibition above about 12%;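 further: 0% = vehicle wells of infected cells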
HTR5A inv ctr: inverse agonist of human HTR5A in OPRM1-OPRD1 counter-screen; P47898; HTR5A cell line, luminescence, inverse agonism; inhibition, % at 9.3 µM; actives 0.083% (n = 340,000); in the data active means inhibition mostly above about 23%, no sharp cut-off; inactive means mostly below about 18%;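 further: 0% = cells with DMSO and 100% = no-cell wells with DMSO; some compounds called inactive have numbers as strong as hits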
Target sequence (P47898 whole entry, looked up): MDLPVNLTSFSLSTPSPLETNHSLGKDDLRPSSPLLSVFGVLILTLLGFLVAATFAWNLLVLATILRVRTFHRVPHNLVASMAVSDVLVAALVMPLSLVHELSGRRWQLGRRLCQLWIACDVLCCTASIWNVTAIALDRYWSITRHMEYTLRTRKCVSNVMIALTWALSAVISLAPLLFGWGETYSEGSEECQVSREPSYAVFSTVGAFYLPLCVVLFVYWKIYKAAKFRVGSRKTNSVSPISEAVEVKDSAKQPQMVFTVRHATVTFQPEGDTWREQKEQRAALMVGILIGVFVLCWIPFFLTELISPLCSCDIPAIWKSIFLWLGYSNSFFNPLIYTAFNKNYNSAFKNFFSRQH
HTR5A ag: counter-screen for OPRM1-OPRD1 agonists: human HTR5A agonism. AID 504692. HTR5A agonist assay, luminescence, cell-based. activation, % at 9.3 µM. actives 0.61% (n = 340,000). P47898; in the data active means activation mostly above about 9.5%, no sharp cut-off; inactive means mostly below about 7.6%;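 further: 0% = cells with vehicle only and 100% = reference agonist; strong numbers were not always called active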
PKA-R1A act: PKA-R1A complex activation. P00514+P68181. actives 0.083% (n = 340,000). PKA-R1A dissociation, Cy5-IP20 fluorescence polarization; scaled: DMSO 0%, 113 µM cGMP 100%. activation, % at 11.4 µM;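 active means percent activation above the mean of all tested compounds plus 3 SD, cut at about 19% in these data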;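 further: higher means more PKAc released from R1A so a rise in polarization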
CDK5 inh: blocks human CDK5/p35 kinase activity; Recombinant CDK5/p35, ADP-Glo luminescence, 60 min; inhibition, % at 10 µM; actives 0.01% (n = 330,000);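 active means highest replicate inhibition of at least 50% and at least 75% of replicates reaching 50%; inconclusive means only one of the two criteria met; inactive means both criteria failed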;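 further: plate controls were DMSO neutral control for no effect and GW8510 at 10 µM for full effect; many of its hits are not listed in these tables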
Target sequence (Q00535 whole entry, looked up): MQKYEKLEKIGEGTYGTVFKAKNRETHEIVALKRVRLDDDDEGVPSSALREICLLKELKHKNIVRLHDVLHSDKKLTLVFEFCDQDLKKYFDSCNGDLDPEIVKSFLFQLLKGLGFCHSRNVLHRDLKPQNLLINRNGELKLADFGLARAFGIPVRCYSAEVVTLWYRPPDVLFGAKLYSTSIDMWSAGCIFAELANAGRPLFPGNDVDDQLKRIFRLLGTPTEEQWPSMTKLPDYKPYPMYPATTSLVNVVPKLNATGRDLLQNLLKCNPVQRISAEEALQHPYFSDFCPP
Target sequence (Q15078 whole entry, looked up): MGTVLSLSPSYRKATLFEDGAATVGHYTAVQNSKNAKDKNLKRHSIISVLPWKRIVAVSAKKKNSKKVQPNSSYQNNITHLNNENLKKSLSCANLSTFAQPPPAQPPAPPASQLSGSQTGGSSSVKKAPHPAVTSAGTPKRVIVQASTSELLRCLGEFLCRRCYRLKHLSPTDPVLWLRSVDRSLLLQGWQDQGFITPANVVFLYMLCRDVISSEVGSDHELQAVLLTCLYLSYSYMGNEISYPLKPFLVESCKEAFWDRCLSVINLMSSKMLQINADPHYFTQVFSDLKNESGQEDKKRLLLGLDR
Ecoli viability: counter-screen for AddAB inhibitors: E. coli growth inhibition; E. coli V3065 growth, OD600 absorbance, 18 h; inhibition, % at 11.9 µM; actives 0.27% (n = 330,000); AID 449728;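 active means inhibition above the campaign's mean inhibition across all tested compounds plus 3 SD, cut at about 9.9% in these data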;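 further: uninfected addAB+ strain grown without phage in ampicillin broth; 0% = DMSO wells and 100% = ciprofloxacin 0.95 µg/ml wells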
PKA-R2B activ: PKA-R2B complex activation | AID 504700 | PKA-R2B holoenzyme dissociation, Cy5-IP20 fluorescence polarization; R2B truncated from residue 108, S112A mutant; 0% DMSO only, 100% 113 µM cGMP | P22694+P31323 | activation, % at 11.4 µM | actives 0.079% (n = 340,000);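 active means activation above a cutoff set at the mean over all compounds plus 3 SD, cut at about 18% in these data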;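 further: higher means more holoenzyme dissociation and a rise in polarization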
The depositor's hits bear a star; ? = inconclusive; · = no result given.

SMILES | SUMO Mot1 rescue | DAGLB inh | phage Ecoli inh | Tat transport | AddAB inh | HTR5A inv ctr | HTR5A ag | PKA-R1A act | CDK5 inh | Ecoli viability | PKA-R2B activ
CN(C)C(CNC(=O)c1cccc(S(=O)(=O)NCc2ccccc2)c1)c1ccco1 (stereo unspecified) | 0.3 | 0.4 | 4.1 | 0.8 | -0.3 | -2.9 | 1.1 | 10.6 | -0.6 | -1.1 | -13.9
CCCn1nc(C(=O)NCCc2ccc(S(N)(=O)=O)cc2)c2ccccc2c1=O | 5.5 | -1.2 | 0.7 | -6.5 | -1.3 | 13.8 | -2.5 | 4.6 | -1.3 | 0.7 | -8.4
COc1ccc(NC(=O)CN2CCN(c3ccc(Cl)cc3)CC2)c(OC)c1 | 14.5 | 0.9 | 2.3 | 8.2 | 1.3 | 7.0 | -2.8 | 0.1 | -1.9 | 0.8 | -4.2
Clc1cc2nc(-c3cccnc3Cl)[nH]c2cc1Cl | -7.5 | -3.0 | 3.6 | -8.5 | -1.1 | -2.7 | 0.8 | -7.9 | -0.9 | -1.9 | 5.2
Cc1ccc(CNC(=O)C2(S(=O)(=O)c3ccccc3)CC=CC2)cc1 | -2.1 | 0.9 | · | 15.7 | 2.9 | 35.5 | -0.7 | -5.2 | 1.1 | -1.6 | -8.4
Cc1cccc(N2CCN(C(=O)CCS(=O)(=O)c3ccc(Br)cc3)CC2C)c1 (stereo unspecified) | 7.4 | -0.5 | 2.9 | 0.0 | 0.7 | 5.1 | -2.0 | 12.2 | -0.7 | 2.0 | 1.0
CNC(=O)NC(=O)COc1c(F)c(F)cc(F)c1F | 76.5 | 2.4 | 1.4 | -0.8 | 0.3 | -5.1 | -0.5 | 0.0 | 0.0 | -0.1 | 1.3
CCN(CC)CCCNC(=O)CSc1nc(C)cc(C)n1 | -12.2 | -2.4 | 3.3 | 5.3 | 1.5 | -6.1 | -12.9 | -2.3 | 0.0 | 0.8 | -11.7
CN(C)S(=O)(=O)c1ccc(N2CCCC2)c(C(=O)NC2CCC(O)CC2)c1 (stereo unspecified) | -7.5 | 1.2 | 4.5 | 0.9 | 0.7 | 2.2 | -0.9 | 6.1 | 0.2 | 0.7 | -1.6
Cc1onc(-c2ccccc2Cl)c1C(=O)Nc1ccc(F)c(F)c1 | 11.9 | -3.0 | -0.2 | -4.8 | 4.4 | 14.1 | -2.9 | -6.5 | -0.8 | 0.9 | -8.4
CCOCCOc1nc2c(c(=O)n(C)c(=O)n2C)n1Cc1ccc(C)cc1 | -19.3 | -5.6 | 3.3 | ? | 0.6 | -16.8 | 6.5 | 2.6 | 0.4 | -0.6 | -7.4
C[n+]1ccccc1Nc1cc([N+](=O)[O-])ccc1N | -0.7 | 2.6 | 1.2 | -9.4 | 0.8 | 5.4 | -0.6 | -1.8 | -1.5 | -2.3 | -3.5
COc1ccc(/C=N/NC(=O)c2ccc(NC(=O)C3CCCCC3)cc2)cc1O | 17.6 | 1.8 | 1.2 | 1.8 | 2.0 | 9.9 | -1.4 | -9.9 | 0.1 | -0.4 | -0.6
CCOC(=O)C1CCN(c2c(NCc3ccc(C(=O)NC(C)CC)cc3)c(=O)c2=O)CC1 (stereo unspecified) | 96.1 | -3.5 | 1.7 | -7.3 | 1.8 | 9.2 | 0.5 | -7.1 | 0.0 | -0.4 | -11.0
O=C(COc1ccc2c3c(c(=O)oc2c1)CCC3)NC(Cc1ccc(Cl)cc1)C(=O)O (stereo unspecified) | 11.4 | -0.4 | 1.1 | 4.2 | 3.9 | 17.9 | 5.8 | -5.9 | -1.6 | -0.2 | -2.7
CC1(/[N+]([O-])=C/c2ccc(F)cc2)CCCCC1=O (stereo unspecified) | -4.7 | -2.8 | 0.5 | 6.1 | -1.1 | -17.5 | -5.5 | -5.8 | -0.2 | 1.1 | 8.9
O=C(Cn1ncc2c(=O)oc3ccccc3c21)N1CCc2ccccc2C1 | -12.9 | -8.2 | 3.0 | 7.7 | -2.6 | -18.6 | -1.0 | 2.8 | -0.9 | 0.1 | 12.1
NC(=S)NNc1cc(Cl)cc(Cl)c1 | 10.8 | -2.9 | 2.9 | -16.1 | 2.2 | -21.9 | -2.8 | 3.8 | -0.7 | -1.2 | -4.9
NC(=S)NN=C1CCCCCCCC1 | · | 2.0 | 3.5 | -3.9 | · | 0.5 | -0.1 | 5.1 | 0.6 | · | 4.8
CCc1nc(SCC(=O)Nc2cc(C)on2)c2c(=O)n(C)c(=O)n(C)c2n1 | 15.6 | -0.7 | 1.7 | -11.1 | 0.9 | -11.7 | -0.9 | -10.6 | 0.8 | -0.9 | -7.7

As entered above:
`Cc1ccc(CNC(=O)C2(S(=O)(=O)c3ccccc3)CC=CC2)cc1` in PKA-R2B activ = -8.4
`NC(=S)NN=C1CCCCCCCC1` in Tat transport = -3.9

(continued)
SMILES | SUMO Mot1 rescue | DAGLB inh | phage Ecoli inh | Tat transport | AddAB inh | HTR5A inv ctr | HTR5A ag | PKA-R1A act | CDK5 inh | Ecoli viability | PKA-R2B activ
Cc1ccc(OCc2cc(C(=O)NC(C)Cc3cccnc3)no2)cc1C (stereo unspecified) | -2.2 | 0.7 | 3.4 | 3.0 | 4.2 | 32.0 | -1.9 | -0.9 | 1.8 | -1.1 | 1.0
O=[N+]([O-])c1cc(C(F)(F)F)cc([N+](=O)[O-])c1NCc1cccnc1 | 15.3 | 1.1 | 4.2 | 8.0 | 2.7 | -11.4 | 8.2 | -7.5 | -0.1 | 0.8 | -1.5
CCOC(=O)c1c(CC(C)C)csc1N | 98.9 | -1.4 | 1.3 | -2.9 | 2.6 | 9.5 | -0.6 | -0.5 | -0.9 | -1.3 | -2.8
CN1CCC(OC(=O)c2ccccc2Cl)CC1 | -9.1 | -1.5 | 4.3 | -1.0 | -1.9 | 4.2 | -1.8 | -3.8 | -0.8 | -0.9 | -1.6
CCOc1ccc(Br)cc1C1=NN(C(C)=O)C(c2ccc([N+](=O)[O-])s2)O1 (stereo unspecified) | · | 0.3 | 2.8 | 12.5 | · | 17.4 | -4.5 | 7.6 | -0.6 | · | 7.9
CNc1nc(C)nc(N/N=C/c2ccccc2)n1 | 596.5 | -1.8 | 3.2 | -6.0 | 1.9 | 3.7 | 2.6 | 0.1 | -1.7 | 2.3 | 7.9
COc1ccc(C)cc1NC(=O)NNC(=O)c1ccoc1C | 1.3 | -0.9 | 0.3 | -1.8 | -0.2 | 1.0 | 0.2 | -14.1 | -1.1 | 0.1 | 0.4
COc1cccc(CN2CCNC(=O)C2CC(=O)NCCc2ccccn2)c1 (stereo unspecified) | -0.4 | -4.1 | 4.0 | 2.7 | 0.5 | -1.3 | 0.5 | 7.0 | 1.8 | -0.6 | 3.2
CC(C)CCC(C)NC(=O)Cc1ccc(S(=O)(=O)N2CCOCC2)s1 (stereo unspecified) | 189.5 | -1.1 | -0.6 | 3.6 | -0.4 | -6.8 | 2.8 | -6.7 | 2.5 | 1.6 | 1.4
CCC(=O)Nc1ccc(NC(=O)CSc2nnc(-c3ccco3)n2CC)cc1 | -10.1 | 0.0 | -0.1 | 11.2 | 3.0 | -13.1 | 0.7 | -7.3 | -0.5 | 1.4 | 2.5
COc1cccc(CN2CC(C(=O)NCCc3ccc(C)s3)CCC2=O)c1 (stereo unspecified) | -5.6 | -1.6 | 2.7 | -5.5 | 2.3 | 13.0 | 2.9 | 12.2 | 1.5 | 0.3 | -3.5
Cc1cc(C)c(C(=O)COC(=O)C2CC3CCCC(C2)C3=O)c(C)c1 (stereo unspecified) | 15.2 | -6.0 | 1.2 | -1.7 | 0.2 | -21.7 | 2.5 | -17.6 | -2.0 | 0.7 | -6.2
Cc1nnc(SCC(=O)NC2CCCC2)n1CCc1ccccc1 | 754.9 | 3.5 | 0.5 | -12.8 | -0.8 | -18.0 | -0.2 | -1.2 | 1.6 | -0.7 | -9.3
CN(C)c1ccc2nsnc2c1[N+](=O)[O-] | 6.1 | -0.7 | 0.4 | 0.4 | 1.3 | 2.1 | -0.9 | -15.9 | 0.7 | 0.9 | 5.7
O=C(CSc1nnc(-c2ccccc2Br)o1)N1CCOCC1 | 4.9 | 0.5 | 2.5 | -0.3 | 2.2 | 24.8* | -9.3 | -3.2 | -2.0 | -0.6 | 2.5
O=C1CC[C@@H]2CC3(C[C@@H]4CCN1[C@H]24)Nc1cc(Cl)ccc1NC3=NC1CCCCC1 (stereo partly specified) | · | 5.4 | 1.8 | 1.9 | · | 2.3 | 2.2 | 1.8 | 2.7 | · | -2.8
Cn1c(C(=O)N(Cc2ccccc2)Cc2cccs2)cc2sccc21 | 12.0 | -2.6 | 1.3 | 8.0 | 0.7 | 10.7 | -2.2 | -22.2 | -0.6 | 2.2 | 7.9
CC1=CN2C(=N)/C(=C/c3ccc(C)o3)C(=O)N=C2S1 | -2.4 | -1.0 | 2.2 | -0.7 | 2.3 | 10.9 | -3.0 | 5.2 | 0.4 | 0.2 | 7.5
CCCCOC(=O)Nc1ccc(S(=O)(=O)Nc2nccs2)cc1 | 269.2 | 1.8 | 0.3 | 6.4 | 3.0 | -6.7 | 2.1 | 6.7 | -3.5 | 3.1 | 6.5
COc1ccc(C/C(C)=N/NC(=O)c2ccncc2)cc1 | -18.4 | 1.9 | 4.8 | 6.6 | 0.2 | -2.4 | 2.5 | 2.5 | -0.8 | 0.7 | 18.7*
COc1ccc(NC(=O)Nc2nnc(C(C)C)s2)cc1 | -3.0 | 0.8 | 3.0 | -8.9 | -1.1 | 13.8 | 3.3 | -5.9 | -0.5 | -1.2 | -1.4
O=C1CN(C(=O)COC(=O)CCS(=O)(=O)c2ccccc2)c2ccccc2N1 | 126.7 | -0.8 | 0.9 | 7.1 | 0.3 | 10.7 | 0.7 | -12.0 | 1.2 | 0.0 | -0.9
Cc1ccc(S(=O)(=O)N2CCN(CC(=O)NC3CCCc4ccccc43)CC2)c(C)c1 (stereo unspecified) | -4.1 | -1.9 | 0.3 | 5.1 | -2.3 | -16.8 | -1.1 | -13.4 | -2.1 | -3.8 | -5.1
CC(C)Cc1ccc(CN2CCCC(NC(=O)c3ccnn3C)C2)cc1 (stereo unspecified) | -1.3 | 1.8 | 1.2 | 9.2 | -0.4 | -3.5 | 0.9 | 5.2 | -0.8 | -0.8 | -0.5
COc1ccccc1NC(=O)C(C)OC(=O)CC1CCCCC1 (stereo unspecified) | 6.2 | -9.2 | 3.5 | 8.9 | 1.3 | -12.3 | 5.0 | 4.2 | 0.6 | -1.2 | -1.6
COc1ccc(S(=O)(=O)NCC2CCCN(C(=O)C=C(C)C)C2)cc1 (stereo unspecified) | 5.3 | -0.2 | 2.8 | 3.2 | -2.1 | 4.1 | 4.1 | -0.3 | -2.9 | -0.8 | -2.9
Nc1c(C(=O)NC2CCCC2)c2nc3ccccc3nc2n1/N=C/c1cccnc1 | -23.6 | -0.3 | -0.5 | -2.7 | 1.7 | -25.9 | 8.8 | 2.2 | -2.8 | -0.1 | 4.5

Compound activity: PubChem, several laboratories

The order is random; about 2.3% have a hit in one of these screens.
